sdo1 growth = growth rescue of sdo1-depleted yeast, primary screen, S. cerevisiae, bone marrow failure model | S. cerevisiae sdo1-depleted JHY4D growth rescue, OD600 30 h; hits give high values; pdr5 snq2 efflux-pump mutant strain | z-score at 10 µM | 140,000 compounds, 0.21% hits;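 active = z-score above 3 at both the 24 hr and the 30 hr optical density reads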;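 note: z-score against mean and SD of all compound wells on the same plate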
Insulin prom inh = inhibitors of insulin promoter-driven GFP, primary screen, imaging, TRM-6 cells (human fetal islet line), eGFP reporter, cell count; reporter expression induced with tamoxifen; inhibition, % at 2 µM; 130,000 compounds, 0.9% hits; AID 1273, 2008;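 active = inhibition above the mean plus 3 SD, with well images judged a real hit on visual review, cut at about 60% in these data, passing the limit was not always enough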
sdo1 growth Rescue 24 h = also measured in sdo1 growth; calls as there; z-score; S. cerevisiae sdo1-depleted JHY4D growth rescue, OD600; measured here: growth rescue at 24 h;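 0 is the plate mean of compound wells and units are plate SD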
* hit, by the source's call; · = no result given.

SMILES	sdo1 growth	sdo1 growth Rescue 24 h	Insulin prom inh
C=CCn1c(SCC(=O)Nc2nc(C)cs2)nnc1C(NC(=O)c1ccccc1)C(C)C (configuration not stated)	0.96	1.12	-134.5
O=C(COC(=O)c1c(Cl)cccc1Cl)Nc1ccccc1Br	-0.66	-0.58	-62.5
COc1cc(/C=N\NC(=O)c2c(C)nc3cc(C)ccn23)ccc1O	·	·	16.7
COc1ccc(/C=N/OCC(=O)N2CC3(C)CC2CC(C)(C)C3)cc1OC (configuration not stated)	-0.7	-0.73	-84.4
NS(=O)(=O)c1ccc(NC(=O)CSc2ccccn2)cc1	0.29	-0.75	-27.3
COc1ccc(NC(=S)N2CCC(C(=O)c3ccc(C)cc3)CC2)c(OC)c1	·	·	45.0
CCOC(=O)c1cnc(SCC(=O)c2ccc3c(c2)OCCO3)nc1N	-0.77	-0.37	·
Cc1ccc(C(C)n2cc(C(=O)NCCN3CCN(C)CC3)nn2)cc1 (configuration not stated)	0.31	-0.79	·
CCOc1ccc(C2C(=O)N(C3CCCCC3)CC(=O)N2CC2CCCO2)cc1OC (configuration not stated)	-0.41	-0.58	·
CCC1=NN(C(=O)c2ccccc2Br)C(O)(c2ccc(Br)cc2)C1 (configuration not stated)	·	·	-5.6
COC(=O)c1c(-c2ccc(C)cc2)csc1N	-1.12	-1.52	·
O=C(N/N=C/c1ccc(Cl)cc1Cl)c1cccc(F)c1	-0.49	-0.26	64.5
Cc1c(NC(=O)c2ccc3c(c2)OCO3)cccc1-c1nc2ccccc2o1	-1.38	-1.18	·
Cc1cccc(NC(=O)c2nnn(-c3cccc(C(F)(F)F)c3)c2N)c1	·	·	-13.3
CNS(=O)(=O)c1cccc2nsnc12	1.25	0.03	·
C=CCSc1nc2c(c(=O)[nH]c(=O)n2C)n1CC	0.21	-0.02	-18.4
COc1cc(-n2c(C)nc3cc(C(=O)N4CCOCC4)ccc32)cc(OC)c1OC	0.2	-0.6	-57.1
CCCNC(=O)CS(=O)Cc1nc(-c2cccc(OC)c2)oc1C (configuration not stated)	0.96	1.42	·
Cn1c(Cn2cnc([N+](=O)[O-])n2)nnc1SCC(=O)Nc1cccc(Cl)c1	0.16	0.16	10.0
Cc1nc(NS(=O)(=O)c2cccs2)c2c3c(sc2n1)CCC3	-1.8	-0.12	·

Quoted at random: three compounds from above, in no set order.
SMILES	sdo1 growth	sdo1 growth Rescue 24 h	Insulin prom inh
Cc1cccc(NC(=O)c2nnn(-c3cccc(C(F)(F)F)c3)c2N)c1	·	·	-13.3
Cc1c(NC(=O)c2ccc3c(c2)OCO3)cccc1-c1nc2ccccc2o1	-1.38	-1.18	·
CCCNC(=O)CS(=O)Cc1nc(-c2cccc(OC)c2)oc1C (configuration not stated)	0.96	1.42	·

(next part)
SMILES	sdo1 growth	sdo1 growth Rescue 24 h	Insulin prom inh
CC1CCc2cc(F)ccc2N1C(=O)c1ccc2c(c1)OCO2 (configuration not stated)	-0.76	0.02	-39.5
COc1ccccc1NC(=S)N1CCN(c2ncccn2)CC1	·	·	-5.9
NC(=O)C1(N2CCCCC2)CCN(C(=O)c2ccc(C#CC3(O)CCCCC3)cc2)CC1	4.77	1.08	-17.2
Cc1ccc(CSc2nnnn2C)cc1	-1.2	-1.59	-57.1
CCn1cc(C(=O)NCc2cccc(F)c2)c(=O)c2cc(F)c(N3CCN(C(=O)c4ccco4)CC3)cc21	-0.44	0.52	-48.3
COc1ccc(OC)c(NC(=O)C2CC(C)=C(C)CC2C(=O)O)c1 (configuration not stated)	0.26	0.35	-54.8
COc1ccc(CC2(C)OC(c3ccccc3)=NN2C(C)=O)cc1 (configuration not stated)	-0.31	-0.63	30.6
COC(=O)C1=C(C)N(C)C(=O)NC1c1cc(Cl)cc(Cl)c1OC (configuration not stated)	0.23	0.02	-331.2
C=CCn1c(SCC(=O)NCc2ccco2)nc2sc3c(c2c1=O)CCCCC3	·	·	6.9
O=C(N/C(=C/c1cccc([N+](=O)[O-])c1)C(=O)N1CCCCCC1)c1cccs1	-0.08	-0.25	-41.2

Reformatted with bars between the fields: part of the list above
Compound | sdo1 growth | sdo1 growth Rescue 24 h | Insulin prom inh
Cc1ccc(CSc2nnnn2C)cc1 | -1.2 | -1.59 | -57.1
CCn1cc(C(=O)NCc2cccc(F)c2)c(=O)c2cc(F)c(N3CCN(C(=O)c4ccco4)CC3)cc21 | -0.44 | 0.52 | -48.3

Three compounds already listed, ordered by formula weight, highest first.
SMILES	sdo1 growth	sdo1 growth Rescue 24 h	Insulin prom inh
CCn1cc(C(=O)NCc2cccc(F)c2)c(=O)c2cc(F)c(N3CCN(C(=O)c4ccco4)CC3)cc21	-0.44	0.52	-48.3
C=CCn1c(SCC(=O)NCc2ccco2)nc2sc3c(c2c1=O)CCCCC3	·	·	6.9
COc1ccc(CC2(C)OC(c3ccccc3)=NN2C(C)=O)cc1 (configuration not stated)	-0.31	-0.63	30.6

Next part
SMILES	sdo1 growth	sdo1 growth Rescue 24 h	Insulin prom inh
COc1cc2c(cc1OC)CN(C(=S)Nc1ccccc1Cl)CC2	·	·	-7.1
CCN(CC)c1ccc(/C=N/n2c(C)cc(C)cc2=O)cc1	1.38	2.06	·
Cc1ccc(NC(=O)c2cc3c(s2)CCC3)cc1S(=O)(=O)N1CCOCC1	-1	-1.18	14.3
c1cncc(CSc2nnc(-c3cccnc3)n2Cc2ccco2)c1	0.4	0.2	·
c1ccc(-c2cnnc(SCc3cn4cccnc4n3)n2)cc1	0.15	-0.02	19.4
CCCCOC(=O)N1CCOCCOCCN(C(=O)OCCCC)CCOCCOCC1	0.26	3.69	·
CCOC(=O)c1ccccc1NC(=O)CC(C)CC(=O)O (configuration not stated)	0.94	0.58	28.6
COC(=O)C1=C(N)Oc2cc(C)[nH]c(=O)c2C1c1ccncc1 (configuration not stated)	1.38	1.46	-17.2
CC(C)(C)CC(=O)Nc1ccc(S(=O)(=O)N2CCCC2)cc1	·	·	-16.7
Cn1c(=NC(=O)c2cccc([N+](=O)[O-])c2)sc2ccccc21	·	·	-26.7
Cc1cccc(NC(=O)CN2NS(=O)(=O)c3ccccc3C2=O)c1	0.91	0.84	-2.7
CC(C)c1ccc(-c2nc(N3CCOCC3)[nH]c(=O)c2C#N)cc1	0.76	0.41	-21.4
COc1ccc(N(CC(=O)N2CCCCC2)S(=O)(=O)c2ccccc2)c(OC)c1	-1.11	-1.19	0.0
Cn1cccc1Cc1nnc(SCC(=O)Nc2ccc3c(c2)OCO3)n1-c1ccc(F)cc1	0.51	0.63	·
O=P(COCCOCP(=O)(c1ccccc1)c1ccccc1)(c1ccccc1)c1ccccc1	0.16	-0.7	-78.6
CC12CN3CC(C)(CN(C1)C3c1ccc(Br)cc1O)C2 (configuration not stated)	-0.52	-0.82	21.2
CCOC(=O)c1cnc(Nc2nc3ccccc3o2)nc1CSc1nnc(C)s1	·	·	23.2
Cc1cc(NC(=O)CN2C(=O)/C(=C/c3cccc(Br)c3)SC2=S)no1	·	·	36.4
CCOc1ccccc1C(=O)NC1CC2CCCC(C1)N2Cc1ccccc1 (configuration not stated)	0.58	1.05	52.4
CCOC(=O)C(C)Oc1cccc2c(=O)n(CC(=O)N3CCN(C(=O)OCC)CC3)ccc12 (configuration not stated)	0.42	0.25	·

4 entries already listed, sorted by their value in sdo1 growth Rescue 24 h, ascending:
SMILES	sdo1 growth	sdo1 growth Rescue 24 h	Insulin prom inh
COc1ccc(N(CC(=O)N2CCCCC2)S(=O)(=O)c2ccccc2)c(OC)c1	-1.11	-1.19	0.0
CCOC(=O)C(C)Oc1cccc2c(=O)n(CC(=O)N3CCN(C(=O)OCC)CC3)ccc12 (configuration not stated)	0.42	0.25	·
CC(C)c1ccc(-c2nc(N3CCOCC3)[nH]c(=O)c2C#N)cc1	0.76	0.41	-21.4
CCOc1ccccc1C(=O)NC1CC2CCCC(C1)N2Cc1ccccc1 (configuration not stated)	0.58	1.05	52.4

Continuation:
SMILES	sdo1 growth	sdo1 growth Rescue 24 h	Insulin prom inh
Clc1ccc(N/N=C/c2cccnc2)cc1	-2.02	-1.77	·
COc1ccc(S(=O)(=O)Nc2ccccc2C(=O)NC(C)C)cc1OC	0.32	0.36	-26.9
COc1ccc(N2CCN(c3ccc(NC(=O)C4CCCCC4)cc3C#N)CC2)cc1	0.92	1.24	-490.0
CCN(C(=O)c1cc2cc(OC)ccc2oc1=O)c1ccccc1	0.9	1.87	-47.2
O=C(O)CSc1nc2ccccc2o1	-0.16	-0.01	6.1
O=C(Cn1nnc(-c2ccccc2Cl)n1)NCc1ccc2c(c1)OCO2	0.23	0.66	·
Cc1cc(=O)n2nc(N3CCC(C(=O)N4CCN(C)CC4)CC3)sc2n1	0.4	0.46	-7.7
CNC(=O)c1c(NC(NC(=O)c2ccco2)C(=O)c2ccc(Cl)cc2)sc2c1CCCC2 (configuration not stated)	0.98	2.49	-2.7
Cc1cc(C)n(-c2nc3nonc3nc2-n2nc(C)cc2C)n1	0.74	0.22	-27.5
CCC(=O)Nc1ccc(-c2csc(C)n2)cc1	0.73	0.79	3.5
O=C(CNc1cccc2ccccc12)N/N=C/c1ccc(C(=O)O)cc1	0.64	0.15	30.0
CC(C)(O)C#Cc1ccc(C(=O)N2CCN(c3ccc(F)cc3)CC2)cc1	·	·	-15.4
O=C(c1ccccc1)c1ccc(OCCCN2CCCC2)cc1	0	-0.48	-34.5
O=C(NNc1cccc(Cl)n1)c1ccccc1CC[N+](=O)[O-]	·	·	-18.2
Cc1cccc(/C(N)=N/OC(=O)COc2ccc(Cl)c(C)c2)c1	-1.78	-0.11	-75.0
OC1CCCN(Cc2ccc3ccc4cccc5ccc2c3c45)C1 (configuration not stated)	1.33	0.95	16.2
C=CCNC(=S)N/N=C(\C)c1ccc(-n2ccnc2)cc1	·	·	50.0
COc1ccc(C(=O)NCc2cn3cccc(C)c3n2)cc1OC	1.39	1.33	·
CCCC(=O)Nc1c(-c2cccs2)c(=O)c2ccccc2n1CC	1.24	1.23	-20.5
C=CCN(C(=O)Cn1c(C(=O)OC)cc2oc(C)cc21)c1ccccc1	-0.83	-0.97	·
O=C(c1ccccc1)c1cc[n+]([O-])cc1	0.81	0.17	42.9
O=C(c1ccccc1)N1CCN(C(=O)c2ccc([N+](=O)[O-])cc2)CC1	1.72	1.67	·
CC1CCc2cc(F)ccc2N1C(=O)c1cnc2sccn2c1=O (configuration not stated)	0.18	-0.42	·
CC(=O)c1cccc(S(=O)(=O)N2CCC(n3nnc4cc(F)ccc43)CC2)c1	-0.93	-1.44	10.8
CCOc1cc(C(=O)NC)cc(OCC)c1OCC	1.2	1.39	-21.2
S=C(Nc1ccc(Cl)cc1)c1nc2ccccc2s1	0.1	0.25	·
CC(=O)Nc1ccc(S(=O)(=O)N[C@@H](C)C(=O)Nc2ccc(N3CCOCC3)cc2)cc1	1.24	2.07	-56.8
Cc1cc(-c2ccc(F)cc2)nc2cc(C(N)=O)nn12	0.76	1.22	-8.1
CC(=O)c1nc(N2C(=O)CC(Cc3cc(C)cc(C)c3)C2=O)sc1C (configuration not stated)	0.7	0.38	-32.4
O=C(O)CC(C(=O)O)c1cn(Cc2ccccc2)c2ccccc12 (configuration not stated)	-0.53	-0.27	27.8
CC(=O)Oc1ccc(-c2cccc(C(=O)NCC(=O)O)c2)cc1	1.33	1.52	-21.6
C=CCc1cc(/C=N/n2cnnc2)cc(OCC)c1O	0.04	0.04	-18.2
COc1cc(C(C)=O)ccc1OCC(O)CN(CCO)Cc1ccccc1 (configuration not stated)	·	·	-41.7
Cc1ccc(-n2nc(C)c3cc(C(=O)O)sc32)cc1	0.59	0.46	33.3
C/C(=N\N=C(N)N)c1ccc(Cl)cc1	1.15	1.27	-8.1
O=C(COC(=O)c1ccc(S(=O)(=O)N2CCCC2)cc1)Nc1ccc(N2CCOCC2)cc1	·	·	-8.1
CC(NC(=O)c1cccs1)c1ccc2c(c1)OCO2 (configuration not stated)	0.33	-0.19	-66.7
CCN(CC)S(=O)(=O)c1ccc(C(=O)NNc2nc(-c3ccccc3)c3cc(Br)ccc3n2)cc1	0.54	0.44	·
CCN(CC)S(=O)(=O)c1ccc(C(=O)N2CCN=C2SC)cc1	-0.5	-1.52	-28.6
O=C(Nc1ccccc1Cl)N1CCN(c2ccc3nnc(-c4ccc(F)cc4)n3n2)CC1	0.76	1.64	-121.4
CN(C)C(=O)Nc1ccccc1CC[N+](=O)[O-]	·	·	-9.1
CCOc1ccc(Cn2ccnc2)cc1[N+](=O)[O-]	1.29	2.23	-16.7
Cc1csc(NC(=O)C2CCCN(S(=O)(=O)c3cnc[nH]3)C2)n1 (configuration not stated)	-0.24	-0.26	·
COc1ccc(NC(=O)OCC(C)C)cc1OC	0.35	-0.03	-38.9
O=C(COc1ccc(Cl)cc1Cl)NCCSc1ccc(Cl)cc1	-1.53	-0.68	-6.2
Cc1ccc(/C=C/C(=O)NCCc2c[nH]c3ccccc23)o1	·	·	-466.7
Cc1ccccc1OCCOc1cccc(/C=N/NC(=O)Cc2nnc(N)s2)c1	-0.73	0.43	-2.3
CCOc1ccc(S(=O)(=O)Nc2cc(C)ccn2)c2ccccc12	-0.37	-0.12	42.9
c1ccc(-c2cc3c(-n4cccc4)ncnc3o2)cc1	-1.48	-1.23	-28.6
Cc1ccc(CNS(=O)(=O)c2ccc3c(c2)OCCO3)cc1	-1.02	-1.05	36.5
Remaining list, next part:
SMILES	sdo1 growth	sdo1 growth Rescue 24 h	Insulin prom inh
COc1ccc(C2CC(c3ccccc3)=NN2C(=O)COC(=O)c2cc(S(=O)(=O)N3CCOCC3)ccc2F)cc1 (configuration not stated)	-0.82	-1.09	0.0
CC(C)(C)C(=O)Nc1cccc(-c2nc3ccccc3c(=O)o2)c1	-0.98	-0.88	5.7
Cc1ccc(C(=O)N/C(=C/c2ccco2)C(=O)OCN2C(=O)c3ccccc3C2=O)cc1	-0.66	0.07	-13.8
CCn1c(SCC(=O)N/N=C/c2ccc(C)s2)nc2ccccc21	-0.04	-0.02	-25.8

Screens deposited in PubChem by several laboratories.

An excerpt; the hit share may differ from the screen's.
